Arr AP2 block = inhibitors of human beta-arrestin and AP2 interaction; inhibition, % at 10 µM; FITC-arrestin peptide / GST-AP2 beads, flow cytometry; AP2 beta2 appendage carries R879A mutation; AID 504490; actives 0.31% (n = 340,000);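 active = inhibition above a set limit, near 3 SD of compounds lacking own fluorescence, cut at about 54% in these data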;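 also: plate controls were DMSO wells for no effect and 5 µM unlabelled arrestin peptide for full effect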
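System: GST-AP2 R879A bound to glutathione beads, E. coli-expressed. Also added: 50 nM FITC-arrestin peptide. Schedule: compound with beads 12 min RT, then probe 1 h RT. Signal: bead flow cytometry, FITC channel. Read-out basis: percent response.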
Pemphigus Ab inh = human desmoglein-3 autoantibody binding inhibition | P32926 | DSG3-coupled beads, scFv-anti-DSG3-GFP binding, flow cytometry; hits give low values | binding (percent of control), % at 10 µM | actives 0.48% (n = 310,000) | AID 588358;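 active = binding more than 3 SD below its plate's average and above zero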;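 also: hits lower antibody fragment binding to DSG3; some compounds called inactive have numbers as strong as hits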
HTR5A inv ag = HTR5A inverse agonism, opioid heterodimer counter-screen. P47898. HTR5A cell line, luminescence. inhibition, % at 9.3 µM. actives 0.083% (n = 340,000); in the data active = inhibition mostly above about 23%, no sharp cut-off; inactive = mostly below about 18%;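 also: 0% = cells with DMSO and 100% = no-cell wells with DMSO; some compounds called inactive have numbers as strong as hits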
PKA-R1A act = PKA-R1A complex activation | AID 504707 | P00514+P68181 | activation, % at 11.4 µM | actives 0.083% (n = 340,000) | PKA-R1A dissociation, Cy5-IP20 fluorescence polarization; scaled: DMSO 0%, 113 µM cGMP 100%;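 active = percent activation above the mean of all tested compounds plus 3 SD, cut at about 19% in these data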;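 also: higher means more PKAc released from R1A so a rise in polarization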
HTR5A ag = counter-screen for OPRM1-OPRD1 agonists: human HTR5A agonism. P47898. HTR5A agonist assay, luminescence, cell-based. activation, % at 9.3 µM. actives 0.61% (n = 340,000); in the data active = activation mostly above about 9.5%, no sharp cut-off; inactive = mostly below about 7.6%;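 also: 0% = cells with vehicle only and 100% = reference agonist; strong numbers were not always called active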
V-ATPase pH = alters yeast V-ATPase proton transport. response, % at 10 µM. actives 0.37% (n = 350,000). S. cerevisiae, pHLuorin cytosolic pH fluorescence. AID 504577; in the data active = response mostly above about 7.3%, no sharp cut-off; inactive = mostly below about 5.4%; also: actives read high; inactives centre near 0; some compounds called inactive have numbers as strong as hits; reference of the scale not given here
MOR-DOR inv ag = inverse agonists of human mu-delta opioid receptor heterodimerization. inhibition, % at 9.3 µM. P35372+P41143. cell-based MOR-DOR heterodimer luminescence, inverse agonism. actives 0.21% (n = 340,000); in the data active = inhibition above about 22%, passing the limit was not always enough;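 also: 0% = cells with DMSO and 100% = wells without cells with DMSO; values of inactives mirror those of a sister screen read the other way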
PKA-R2B act = activators of human PKA-R2B complex; activation, % at 11.4 µM; PKA-R2B holoenzyme dissociation, Cy5-IP20 fluorescence polarization; R2B truncated from residue 108, S112A mutant; 0% DMSO only, 100% 113 µM cGMP; actives 0.079% (n = 340,000); P22694+P31323;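 active = activation above a cutoff set at the mean over all compounds plus 3 SD, cut at about 18% in these data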;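 also: higher means more holoenzyme dissociation and a rise in polarization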
MOR-DOR ag = OPRM1-OPRD1 heterodimerization agonism; P35372+P41143; cells, luminescence; activation, % at 9.3 µM; actives 0.3% (n = 340,000); AID 504326; in the data active = activation above about 18%;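 also: 0% = vehicle-treated cells and 100% = reference agonist; values of inactives mirror those of a sister screen read the other way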
DAGLB inh = diacylglycerol lipase beta (human) inhibition; Q8NCG7; HEK293T DAGLB membrane lysate, EnzChek fluorogenic substrate; inhibition, % at 5.17 µM; actives 0.059% (n = 340,000); AID 504411; in the data active = inhibition above about 34%;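 also: 0% = enzyme with vehicle and 100% = wells lacking enzyme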
Target sequence (Q8NCG7 whole entry, looked up): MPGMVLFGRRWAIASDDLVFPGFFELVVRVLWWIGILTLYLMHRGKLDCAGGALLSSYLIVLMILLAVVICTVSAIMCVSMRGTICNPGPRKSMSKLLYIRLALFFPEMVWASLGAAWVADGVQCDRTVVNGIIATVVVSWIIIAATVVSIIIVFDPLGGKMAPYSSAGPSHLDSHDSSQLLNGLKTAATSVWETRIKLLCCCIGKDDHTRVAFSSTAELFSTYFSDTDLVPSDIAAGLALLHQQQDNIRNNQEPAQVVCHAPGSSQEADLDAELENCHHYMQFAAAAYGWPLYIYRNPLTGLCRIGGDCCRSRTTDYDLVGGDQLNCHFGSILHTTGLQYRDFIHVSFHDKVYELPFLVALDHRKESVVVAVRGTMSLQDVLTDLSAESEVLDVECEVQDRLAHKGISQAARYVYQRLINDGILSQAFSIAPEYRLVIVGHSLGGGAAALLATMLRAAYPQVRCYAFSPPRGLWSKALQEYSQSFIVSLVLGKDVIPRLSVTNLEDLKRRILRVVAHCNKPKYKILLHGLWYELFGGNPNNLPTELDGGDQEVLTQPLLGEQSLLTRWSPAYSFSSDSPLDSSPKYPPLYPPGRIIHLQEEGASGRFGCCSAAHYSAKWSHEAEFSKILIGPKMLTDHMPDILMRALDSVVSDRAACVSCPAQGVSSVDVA
* hit, by the source's call; / = not tested or not shown. An unsorted share of the library, and some 2.4% of all compounds hit somewhere here.

Structure	Arr AP2 block	Pemphigus Ab inh	HTR5A inv ag	PKA-R1A act	HTR5A ag	V-ATPase pH	MOR-DOR inv ag	PKA-R2B act	MOR-DOR ag	DAGLB inh
CCOC(=O)CNC(=O)N(CCOC)CC1CCCN(C2Cc3ccccc3C2)C1 (configuration not stated)	-11	111	2	7	-1	-2	11	-8	-2.1	0
Cc1ccc(-c2cnc3n2CCCCC3)cc1	12	100	-4	-9	1	4	8	0	-1.5	-7
O=C(N/N=C/c1ccccc1F)c1csc2c1CCCC2	-11	78	2	-6	3	-1	6	-2	-1.2	-3
Cc1ccc(C(c2nnnn2C(C)(C)C)N(Cc2ccco2)Cc2cccs2)cc1 (configuration not stated)	-2	115	15	1	1	-1	7	-3	-1.3	-21
COc1ccc(C(=O)N(c2ccccc2)c2nccc3ccccc23)cc1OC	30	103	-1	-5	0	2	7	-2	-1.5	-2
Cc1ccc(S(=O)(=O)N2CCN(Cc3cccc(C)c3O)CC2)cc1	0	108	-25	-4	1	8	13	0	-2.3	-3
COc1ccc(NC(=O)CN2CCCC2c2cccs2)cc1S(=O)(=O)N1CCCCC1 (configuration not stated)	-7	103	-8	6	3	0	3	9	-0.7	-3
O=C(CCC(=O)Nc1ccccc1Cl)N/N=C1\CCCc2ccccc21	-3	104	3	-14	-1	3	15	-13	-2.9	-3
CC(C)CNC(=O)CCc1c[nH]c2ccccc12	16	107	-9	-12	3	0	15	-11	-2.7	-1
COc1ccc(CC(=O)Nc2ccccc2C(=O)N2CCCC2)cc1	0	/	15	-1	8	-1	11	-12	-2.1	-2
O=C(Nc1ccc(Cl)c(S(=O)(=O)N2CCOCC2)c1)c1cc(-c2ccccn2)nc2ccccc12	-7	104	-7	-7	2	-1	1	-14	-0.2	-1
COc1ccc(C(=O)CSc2nnc(CNC(=O)c3ccco3)n2C)cc1OC	7	87	1	-3	0	8	-1	10	0.1	-1
Nc1nc(-c2ccc(-c3ccccc3)cc2)cs1	9	110	-13	-10	5	2	6	-1	-1.1	0
CCN(CC(=O)Nc1ccc(OC)cc1)C(=O)c1cc(-c2cccs2)nn1-c1ccccc1	-14	101	5	12	-2	2	-2	-1	0.4	5
COc1ccc(C(C)(C)C)cc1NC(=O)COC(=O)c1cnc(C)cn1	9	104	-11	-5	-4	0	2	4	-0.4	-1
COc1ccc(NC(=S)N2CCCN(Cc3cccc(Cl)c3)C2)cc1	-5	97	7	-10	48*	3	5	-5	-0.9	1
Cc1noc(C)c1S(=O)(=O)NCc1cccc(Cl)c1	2	109	5	-10	-2	0	11	2	-2.7	1
COC(=O)c1ccc(C(=O)OC)c(NC(=O)C2CC(=O)N(C3CCCC3)C2)c1 (configuration not stated)	-4	97	3	-2	-1	-2	9	-9	-1.8	1
N=C(N)SCC1=CCS(=O)(=O)C1	-17	110	-4	-5	-4	0	14	0	-2.8	1
COc1ccc(-c2nnnn2C(C)C)cc1S(=O)(=O)Nc1ccccc1	8	102	-9	-6	3	-3	13	-10	-2.5	3

Structure	Arr AP2 block	Pemphigus Ab inh	HTR5A inv ag	PKA-R1A act	HTR5A ag	V-ATPase pH	MOR-DOR inv ag	PKA-R2B act	MOR-DOR ag	DAGLB inh
Cc1cc(C(F)F)n2nc(C(=O)O)nc2n1	2	91	-20	-13	-1	4	-42	-8	7.7	-4
COc1ccc(NC(=O)C(=O)c2cn(CC(=O)N3CCCC3)c3ccccc23)c(OC)c1	48	83	12	-10	2	-2	6	-8	-1.2	2
CCC(C)(C)C1CCc2[nH]nc(C(=O)NCc3ccc(OC)cc3)c2C1 (configuration not stated)	-2	109	-13	-6	1	1	-25	-6	4.3	-5
O=C(c1ccccc1F)N(Cc1nc2ccccc2c(=O)[nH]1)C1CCCC1	-20	110	-8	3	3	-2	19	5	-4.0	1
c1sc2[n+](c1C13CC4CC(CC(C4)C1)C3)CCS2	3	/	-8	-7	10	1	-17	-10	3.5	1
COc1ccccc1-c1nn(-c2ccccc2)cc1C(=O)NCC(c1ccco1)N1CCCC1 (configuration not stated)	-8	116	1	-1	2	4	19	-13	-4.8	-3
Cn1c(=O)cc(N)n(-c2ccccc2)c1=O	-8	97	-13	-14	4	0	16	-5	-3.7	0
CCOC(=O)c1c(NC(=O)COC(=O)CCCOc2ccc(OC)cc2)sc(C(=O)N(C)C)c1C	4	99	1	-10	0	-1	6	-13	-1.6	18
Cc1[nH]cnc1C(=O)N/N=C/c1c(Cl)cccc1Cl	15	101	-7	-1	2	0	21	-8	-4.1	1
CCC(C(=O)Nc1ccc(OC)c(Cl)c1)c1ccccc1 (configuration not stated)	-2	102	5	4	-2	0	13	-14	-2.2	-3
N#CC1=C(N)Oc2n[nH]c(-c3cccs3)c2C1c1ccco1 (configuration not stated)	0	104	-1	3	0	1	-4	-19	0.8	1
Cc1cccc(C)c1NC(=O)CSc1nc(COc2ccccc2)nc2ccccc12	-3	103	6	1	-3	-1	-12	12	2.0	-1
CCOc1cccc(C(=O)Nc2ccccc2C(=O)N2CCN(C)CC2)c1	-2	105	-6	9	-1	2	1	5	-0.2	0
O=C(CSc1nnc(CNC(=O)c2ccccc2F)o1)Nc1ccc2c(c1)OCO2	-10	86	11	-1	3	-2	8	1	-1.2	0
CCOC(=O)C1=C(O)/C(=C/c2ccc(CNC(=O)C(=O)Nc3ccc(C)cc3)o2)N=C1C	1	87	-6	-10	14*	4	-2	-15	0.3	7
O=C(OCc1nc2ccsc2c(=O)[nH]1)c1cccc(S(=O)(=O)N2CCOCC2)c1	-3	105	3	7	-1	4	16	-5	-3.0	-2
CCC(c1nnnn1Cc1ccco1)N1CCN(C(=O)c2ccco2)CC1 (configuration not stated)	19	101	-5	7	-2	-2	8	0	-1.5	1
CCCSc1nnc2n(C)c(=O)c3c4c(sc3n12)CCC4	-8	99	0	1	1	1	13	0	-2.4	1
Cc1ccc(C(=O)OCc2c(C)noc2C)cc1NC(=O)c1ccco1	8	105	-4	-7	2	-1	-5	4	0.9	-3
O=S(=O)(NCc1ccc2c(c1)OCO2)c1cccc2cccnc12	-5	94	-4	-4	5	-2	-2	-8	0.3	-2

Looked up above.
In Arr AP2 block, Cc1ccc(-c2cnc3n2CCCCC3)cc1 reads 12
In PKA-R1A act, CCOC(=O)C1=C(O)/C(=C/c2ccc(CNC(=O)C(=O)Nc3ccc(C)cc3)o2)N=C1C reads -10

The results go on:
Structure	Arr AP2 block	Pemphigus Ab inh	HTR5A inv ag	PKA-R1A act	HTR5A ag	V-ATPase pH	MOR-DOR inv ag	PKA-R2B act	MOR-DOR ag	DAGLB inh
CC(=O)OCCOc1nc(N(C)C)nc(N(C)C)n1	26	100	-13	7	0	0	4	1	-0.8	-3
CCN(CC)S(=O)(=O)c1ccc2[nH]c(=O)cc(C(=O)NCC3CCCO3)c2c1 (configuration not stated)	-7	102	6	-3	2	-4	1	-3	-0.1	2
CC(C)C(=O)Nc1cccc(-c2cnc3ccccc3n2)c1	-7	101	-4	-12	-2	-1	10	-3	-1.8	-1
COC(=O)c1cc(NC(=O)c2cccnc2)ccc1N1CCOCC1	5	109	24	-1	1	-2	4	2	-0.8	2
Cc1cccc(OCCCC(=O)O)c1C	12	100	0	-3	-6	-2	20	16	-3.4	0
CCCN(CC(=O)Nc1ccc(Cl)cc1Cl)C(=O)/C=C/c1cccc([N+](=O)[O-])c1	20	109	-5	4	5	1	7	-10	-1.3	-2
COc1ccc(OC)c(-c2csc(NC(=O)Cc3ccccc3F)n2)c1	-8	/	4	-6	-1	4	-24	-1	3.3	-5
CCOc1ncccc1C(=O)NNC(=O)c1cccc(S(=O)(=O)N2CCOCC2)c1	-1	/	-7	-5	-4	2	21	-3	-5.5	0
COc1ccc(/C=N/NC(=O)C(C)n2nnc3ccccc32)cc1OC (configuration not stated)	-9	104	-15	0	0	1	7	3	-1.5	-2
C/C(CC(=O)Nc1ccc(OCc2ccccc2)cc1)=N\NC(=O)C(=O)Nc1cccc(C)c1	-1	99	-5	-16	2	-1	7	-12	-1.2	2
COC(=O)c1ccc(N2CCOCC2)c(NC(=O)c2cccs2)c1	14	106	-2	2	-2	-1	23	-12	-4.4	0
Cc1ccc(C(=O)C[n+]2ccc(-c3nnc4n3CCC4)cc2)cc1	9	93	13	-5	0	-2	13	-8	-2.0	-2
CC1CCCC(C)N1C(=O)CN1C(=O)C(C)(C)Oc2ccc(C(=O)NC3CCCC3)cc21 (configuration not stated)	13	99	-17	1	-3	0	9	10	-1.7	1
O=C(Cc1c(O)c2ccccc2[nH]c1=O)OC1CCCCC1	7	104	8	-4	-3	7	-5	0	0.9	0
COc1cc(OC)cc(-n2nnnc2SCC(=O)Nc2nc3c(s2)CCCC3)c1	-5	107	1	-1	-1	-2	-14	5	2.5	6
CC(C)CNS(=O)(=O)c1ccc(CCC(=O)N2CCN(c3ccc(F)cc3)CC2)cc1	-20	100	1	-5	0	1	11	-3	-2.1	0
O=C(Nc1ccc(Cl)cc1)c1sccc1-n1cccc1	6	94	2	-2	1	-1	-13	-1	2.8	-6
Nc1c(C(=O)Nc2ccccc2)c2nc3ccccc3nc2n1CCCN1CCOCC1	7	98	-3	-14	6	-11	-8	-9	1.5	2

Source: PubChem BioAssay (several laboratories)
